# Tau fibril ThT: qHTS for Inhibitors of Tau Fibril Formation, Thioflavin T Binding | Microtubule-associated protein tau (Homo sapiens), P10636 | recombinant tau K18 P301L, heparin-induced fibrillization, ThT fluorescence | Potency, µM (doses to about 57.4 µM), inactives show top-dose activity, negative = inhibition, most hits filed as inhibitors | actives 2.1% (n = 270,000) | AID 1460, 2008; also: nearly all actives have a fitted effect of over 55% in size
# Target sequence (P10636 561-689 P618L limits assumed): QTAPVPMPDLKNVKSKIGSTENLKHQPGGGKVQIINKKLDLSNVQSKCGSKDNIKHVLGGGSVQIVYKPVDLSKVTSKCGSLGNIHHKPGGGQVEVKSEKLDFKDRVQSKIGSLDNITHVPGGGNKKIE
#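 Fibril formation assay: tau K18 P301L at 15 uM with trace Alexa 594 label, heparin inducer 20 uM, pH 7 sodium acetate buffer, 37 C for 6 hr; endpoint ThT signal.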
# JMJD2E inh: qHTS Assay for Inhibitors of Human Jumonji Domain Containing 2E (JMJD2E); Potency, µM (highest dose often 57.1 µM), inactives show at the top dose activity change, negative = inhibition, usual class: inhibitors; Lysine-specific demethylase 4E (Homo sapiens), B2RXH2; actives 1.6% (n = 230,000); JMJD2E catalytic domain, FDH-coupled NADH fluorescence (FDH is formaldehyde dehydrogenase); active = well fitted inhibition curve with a large enough effect, not every such curve was filed as active; inconclusive = small, poorly fitted or top-dose-only effect, or another doubt; inactive = no such curve, though single readings can be large or run the other way;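 also: 0% = wells with enzyme and -100% = buffer wells without enzyme; nearly all actives have a fitted effect of over 50% in size; many of its hits are not listed in these tables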
# Target sequence (B2RXH2 1-337 limits assumed): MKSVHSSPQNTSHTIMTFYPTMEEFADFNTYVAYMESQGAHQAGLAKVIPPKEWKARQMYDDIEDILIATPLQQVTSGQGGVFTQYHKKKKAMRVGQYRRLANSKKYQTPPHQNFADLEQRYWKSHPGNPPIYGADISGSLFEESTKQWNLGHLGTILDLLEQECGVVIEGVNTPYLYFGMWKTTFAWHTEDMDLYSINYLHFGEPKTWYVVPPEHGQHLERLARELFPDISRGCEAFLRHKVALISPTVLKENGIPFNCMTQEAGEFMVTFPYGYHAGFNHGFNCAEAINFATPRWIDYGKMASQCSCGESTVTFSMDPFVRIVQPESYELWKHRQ
# RGS12 GoLoco inh: qHTS Assay for Inhibitors of RGS12 GoLoco Motif Activity (Red Fluorophore); actives 0.44% (n = 230,000); Gai1:RGS12 GoLoco peptide FP, rhodamine, 10 min; Potency, µM (highest dose often 61.6 µM), without a hit: top-dose activity, negative = inhibition, actives largely listed as inhibitors; Guanine nucleotide-binding protein G(i) subunit alpha-1 (Homo sapiens), P63096; active = well fitted inhibition curve with a large enough effect, not every such curve was filed as active; inactive = no such curve, though single readings can be large or run the other way; also: nearly all actives have a fitted effect of over 30% in size; many of its hits are not listed in these tables
# RECQ1 inh: qHTS Assay for Inhibitors of RecQ-Like Dna Helicase 1 (RECQ1) | AID 2549, 2010 | RECQ1 DNA unwinding, red fluorescence kinetic read | ATP-dependent DNA helicase Q1 (Homo sapiens), P46063 | actives 0.54% (n = 240,000) | Potency, µM (doses to about 57.3 µM), for inactives: top-dose activity, negative = inhibition, most hits filed as inhibitors;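 also: plate controls were vehicle for no effect and no enzyme for full effect; nearly all actives have a fitted effect of over 30% in size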
#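 50 nM RECQ1T1 preincubated 15 min with compound in Tris pH 8.0 buffer with MgCl2, DTT, Tween-20 and 2.5 ug/ml poly(dI-dC); started with 200 nM TAMRA/BHQ-2 forked duplex and 2 mM ATP. Unwinding read as fluorescence (525/598 nm), two reads 2 h apart.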
# Tau FP inhib: qHTS for Inhibitors of Tau Fibril Formation, Fluorescence Polarization. actives 0.39% (n = 280,000). Potency, µM (doses to about 57.7 µM), for the others: at the top dose activity, negative = inhibition, most hits filed as inhibitors. K18 P301L tau heparin fibrillization, Alexa594 FP, 6 h. AID 1468, 2008. Microtubule-associated protein tau (Homo sapiens), P10636; also: nearly all actives have a fitted effect of over 55% in size
#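 FP of Alexa 594-tau after heparin (20 uM) induction. Substrate: human K18 P301L, 15 uM unlabeled, 0.24 uM labeled. Buffer 100 mM sodium acetate pH 7. 6 hr, 37 C.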
# TR SRC2 fluor cs: Total Fluorescence Counterscreen for Inhibitors of the Interaction of Thyroid Hormone Receptor and Steroid Receptor Coregulator 2 | Potency, µM (titrated, usually from 106 µM), without a hit: top-dose fluorescence change, negative = quenching | actives 0.29% (n = 280,000) | TRb/SRC2 Texas Red total fluorescence interference; active = well fitted curve in either direction with a large enough effect; inconclusive = small, poorly fitted or top-dose-only effect
#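 Human TRβ ligand-binding domain (0.6 uM) and Texas Red SRC2 peptide (20 nM) in Tris buffer with 1 uM T3 and 5% DMSO were incubated with pinned compound for 5 hr at ambient temperature. Total fluorescence was computed as S + 2P (555/632 nm).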
# L3MBTL1 inh: qHTS Assay for the Inhibitors of L3MBTL1. AlphaScreen L3MBTL1–H3K9me1 peptide binding. Potency, µM (highest dose often 57.1 µM), for inactives: at the highest dose activity, negative = inhibition, usual class: inhibitors. actives 0.66% (n = 230,000). AID 485360, 2010; also: nearly all actives have a fitted effect of over 60% in size
#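 L3MBTL1 (50 nM) pre-complexed 30 min with biotinylated H3(1-15)K9me1 peptide (75 nM), then compounds added for 30 min at room temperature; AlphaScreen streptavidin donor/nickel chelate acceptor beads (10 ug/mL final) read after 30 min dark incubation.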
# TRb-SRC2 inh: qHTS for Inhibitors of the Interaction of Thyroid Hormone Receptor and Steroid Receptor Coregulator 2 | actives 0.065% (n = 280,000) | Thyroid hormone receptor beta (Homo sapiens), P10828 | Potency, µM (highest dose often 106 µM), inactives show at the top dose activity change, negative = inhibition, hits mostly inhibitors | TRbeta-SRC2 peptide binding, fluorescence polarization; receptor liganded with 1 µM T3;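 also: plate controls were bound peptide for no effect and peptide without receptor for full effect; nearly all actives have a fitted effect of over 50% in size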
# Target sequence (P10828 whole entry, looked up): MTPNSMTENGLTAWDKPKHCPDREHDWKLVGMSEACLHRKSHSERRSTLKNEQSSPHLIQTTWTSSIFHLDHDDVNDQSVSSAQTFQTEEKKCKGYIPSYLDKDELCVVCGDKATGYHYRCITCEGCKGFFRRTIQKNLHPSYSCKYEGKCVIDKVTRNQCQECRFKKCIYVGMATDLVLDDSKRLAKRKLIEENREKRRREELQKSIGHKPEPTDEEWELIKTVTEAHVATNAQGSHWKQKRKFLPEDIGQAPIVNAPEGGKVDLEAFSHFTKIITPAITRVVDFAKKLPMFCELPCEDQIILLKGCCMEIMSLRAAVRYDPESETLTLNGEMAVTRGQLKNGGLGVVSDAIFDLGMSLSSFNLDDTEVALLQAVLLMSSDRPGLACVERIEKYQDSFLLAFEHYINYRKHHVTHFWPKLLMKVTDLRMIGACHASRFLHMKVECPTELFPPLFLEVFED
#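 Each compound concentration gave % activity, normalized to unbound and bound Texas Red SRC2 controls, from polarization read after 5 hr ambient incubation with T3-loaded human TRb LBD.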
# * = called active by the depositor; i = inactive; ? = inconclusive; / = not tested or not shown; & = joins results of further samples; [ ] = dose if it differs, or a comment. Unless noted, calls follow the shape of the dose curve; as a rule, active = well fitted curve in the direction sought with a large enough effect; inconclusive = small, poorly fitted or top-dose-only effect, or another doubt; inactive = no such curve, though single readings can be large; an effect the other way counts as inactive or inconclusive. Unless noted, % is scaled to controls: 0 for no effect and ±100 for the full control effect; potency is read from the fitted curve at half-maximal effect.
SMILES,Tau fibril ThT,JMJD2E inh,RGS12 GoLoco inh,RECQ1 inh,Tau FP inhib,TR SRC2 fluor cs,L3MBTL1 inh,TRb-SRC2 inh
CN1C(=O)c2ccccc2Sc2ccc(NC(=O)COc3ccccc3)cc21,-8%,/,/,/,-13%,-1%,/,-2%
O=c1c(-c2ccccc2)c[nH]n1-c1cccc([N+](=O)[O-])c1,?,-4%,6%,-2%,8%,-2%,/,4%
CSc1ccccc1NC(=O)Nc1cccc(Cl)c1,-15%,-1%,-38%,-11%,?,3%,/,-11%
O=C(NC(=S)Nc1cccc2ncccc12)c1ccccc1,-7%,-24%,3%,-1%,0%,-1%,7%,-5%
CCS(=O)(=O)c1ccc2oc(SCC(=O)NC3CCCC(C)C3C)nc2c1 (stereo unspecified),-4%,-6%,-54%,9%,-4%,2%,/,-6%
CCCN1C(=O)SC(CC(=O)Nc2ccc(Br)cc2)C1=O (stereo unspecified),-4%,5%,7%,-5%,-9%,1%,0%,7%
O=C(O)c1ccccc1C(=O)Nc1ccc(Oc2ccccc2)cc1,-8%,5%,-10%,i,5%,-6%,1%,-5%
CN1C(=O)NC(NC(=O)c2ccncc2)(C(F)(F)F)C1=O (stereo unspecified),9%,-2%,0%,-14%,11%,0%,6%,-3%
O=C(NCCc1ccccc1)N1CCCC(CNS(=O)(=O)Cc2ccccc2)C1 (stereo unspecified),-12%,-6%,10%,i,-6%,2%,7%,-1%
CN(Cc1ccco1)c1ccnc(-c2ccoc2)n1,22µM*,25µM*,-23%,-12%,?,5%,/,-3%
C=CCc1cccc(/C=C/c2cc(=O)c3ccccc3[nH]2)c1O,?,-21%,14%,i,-5%,-17%,-15%,7%
O=C1NCCN1C(=O)c1ccccc1F,-4%,5%,2%,-6%,-6%,0%,3%,-12%
CCN(CC(=O)Nc1ccc(C(C)=O)cc1)CC(=O)Nc1cccc(OC)c1,6%,-5%,8%,-6%,4%,-6%,5%,1%
CC(C)[C@H](NC(=O)[C@H](CCCN=C(N)N)NC(=O)NC(Cc1ccccc1)C(=O)O)C(=O)NC(C=O)CCCN=C(N)N (stereo partly specified),0%,-10%,11%,4%,3%,1%,-1%,4%
CCCCOC(=O)CSCC(=O)Nc1cc(C)on1,-4%,2%,-5%,11%,-6%,-3%,0%,4%
CCOC(=O)c1cc(-c2ccc(Cl)s2)nc2c1c(C)nn2C,-14%,?,13%,1%,-6%,-1%,16%,-3%
O=C(NCCC1=CCCCC1)c1cc2ccccc2oc1=O,-5%,1%,3%,8%,10%,-1%,10%,4%
O=C(CCl)N1CCN2C(=O)c3ccccc3C12c1ccc(Cl)cc1 (stereo unspecified),-6%,-2%,6%,i,16%,1%,2%,1%
CCc1nn(CC(=O)Nc2cc(C)ccc2C)c(=N)s1,-1%,6%,6%,-15%,8%,-1%,2%,1%
Cc1cc(C)cc(N2C(=O)CS(=O)(=O)C23C(=O)N(Cc2ccccc2)c2ccccc23)c1 (stereo unspecified),-15%,/,/,/,-21%,-30%,/,6%
Cc1cccc(OCC(=O)Nc2cccc(OCc3cc(=O)n4cccc(C)c4n3)c2)c1,?,/,/,/,4%,-1%,/,7%
COC(=O)c1c(NC(=O)CCC(=O)O)sc2c1CCCCC2,-3%,3%,2%,3%,0%,-2%,-15%,-4%
CCc1nnc(NC(=O)CCN(c2cc(C)cc(C)c2)S(=O)(=O)c2ccc(Cl)cc2)s1,0%,3%,/,3%,6%,-4%,-1%,-9%
Cc1ccc(-n2nc(C(=O)N3CCN(c4ccccc4F)CC3)c3c4ccccc4n(C)c3c2=O)cc1,-4%,/,/,/,-11%,-1%,/,1%
COc1ccc(-n2ncc3c(=O)n(CC(=O)N4CCCc5ccccc54)cnc32)cc1,-1%,?,7%,-12%,-1%,0%,2%,5%
Clc1ccc(C2[C@H]3CN(CC4CCCCC4)[C@H](c4ccccc4)C34CC2(c2ccccc2)C4)cn1 (stereo partly specified),-2%&12%,11%&-1%,-4%&2%,-5%,1%&3%,-3%&0%,/,1%&2%
CCN(CC)CCNC(=O)/C(=C/c1cn(C)c2ccccc12)NC(=O)c1ccc(OC)c(OC)c1,-5%,-7%,10%,15%,10%,2%,0%,-6%
Cc1nnc(SCC(=O)N(C(C)C)C(C)C)[nH]c1=O,-6%,4%,13%,-14%,7%[2.34 µM],-3%,-9%,-1%
COc1nc(N)c(S(=O)(=O)c2ccc(C)cc2)cc1C#N,-9%,?,-5%,0%,-15%,0%,1%,-7%
CCCNS(=O)(=O)c1cc(-c2nn3c(C)nnc3c3ccccc23)ccc1C,-8%,/,/,/,-14%,-3%,/,-1%

# Sorted by SMILES length (rising): some entries from above.
SMILES,Tau fibril ThT,JMJD2E inh,RGS12 GoLoco inh,RECQ1 inh,Tau FP inhib,TR SRC2 fluor cs,L3MBTL1 inh,TRb-SRC2 inh
CCCCOC(=O)CSCC(=O)Nc1cc(C)on1,-4%,2%,-5%,11%,-6%,-3%,0%,4%
O=C(NC(=S)Nc1cccc2ncccc12)c1ccccc1,-7%,-24%,3%,-1%,0%,-1%,7%,-5%
COC(=O)c1c(NC(=O)CCC(=O)O)sc2c1CCCCC2,-3%,3%,2%,3%,0%,-2%,-15%,-4%
COc1nc(N)c(S(=O)(=O)c2ccc(C)cc2)cc1C#N,-9%,?,-5%,0%,-15%,0%,1%,-7%
CCOC(=O)c1cc(-c2ccc(Cl)s2)nc2c1c(C)nn2C,-14%,?,13%,1%,-6%,-1%,16%,-3%
C=CCc1cccc(/C=C/c2cc(=O)c3ccccc3[nH]2)c1O,?,-21%,14%,i,-5%,-17%,-15%,7%
CCS(=O)(=O)c1ccc2oc(SCC(=O)NC3CCCC(C)C3C)nc2c1 (stereo unspecified),-4%,-6%,-54%,9%,-4%,2%,/,-6%
COc1ccc(-n2ncc3c(=O)n(CC(=O)N4CCCc5ccccc54)cnc32)cc1,-1%,?,7%,-12%,-1%,0%,2%,5%
Clc1ccc(C2[C@H]3CN(CC4CCCCC4)[C@H](c4ccccc4)C34CC2(c2ccccc2)C4)cn1 (stereo partly specified),-2%&12%,11%&-1%,-4%&2%,-5%,1%&3%,-3%&0%,/,1%&2%
CC(C)[C@H](NC(=O)[C@H](CCCN=C(N)N)NC(=O)NC(Cc1ccccc1)C(=O)O)C(=O)NC(C=O)CCCN=C(N)N (stereo partly specified),0%,-10%,11%,4%,3%,1%,-1%,4%

# (cont.)
SMILES,Tau fibril ThT,JMJD2E inh,RGS12 GoLoco inh,RECQ1 inh,Tau FP inhib,TR SRC2 fluor cs,L3MBTL1 inh,TRb-SRC2 inh
CCCS(=O)(=O)N1CCC(C(=O)NCc2cccnc2)CC1,-6%,8%,0%,-1%,-4%,-1%,10%,-2%
Cc1sc(NC(=O)CSc2nnnn2C2CCCCC2)c(C#N)c1C,?,?,/,-2%,-2%,0%,-1%,-2%
O=c1cc(-c2cccc(O)c2O)oc2ccccc12,13µM*,7.1µM*,-10%,6.3µM*,3%,-6%,/,-4%
NC(=S)N/N=C/c1cc([N+](=O)[O-])ccc1OCCOc1ccccc1,-1%,-3%,7%,i,-2%,-1%,/,-6%
CC(C)C(NC(=O)CN(c1cccc(F)c1)S(C)(=O)=O)C(C)C,5%,-2%,4%,i,2%,2%,1%,1%
O=C(C1CCC(=O)N1Cc1cccs1)N1CCOCC1 (stereo unspecified),1%,5%,4%,-3%,8%,1%,6%,-7%
CN1CCN(c2ccc(CNS(=O)(=O)c3ccc(Cl)cc3)cc2)CC1,-8%,-3%,-137%,-4%,-3%,-4%,-1%,-5%
Cc1ccc2cccc(NC(=O)c3cccc4ccccc34)c2n1,-12%,/,/,/,-16%,-2%,/,-2%
COc1ccc(/C=C/C(=O)Nc2ccc(NC(C)=O)cc2)cc1S(=O)(=O)N1CCOCC1,/,1%,-4%,-10%,5%,-1%,/,-2%
CC1CCCCC1n1c(=S)[nH]c2ccccc2c1=O (stereo unspecified),-17%,0%,/,-12%,4%,9%,0%,7%
Cc1ccccc1[C@@H]1C(C#N)=C(N)S[C@H]1C(=O)c1ccccc1,-11%,6%,5%,i,-3%,-4%,/,2%
Cc1nn(C)cc1CNC(=O)c1ccc(Br)o1,-8%,-2%,/,-4%,0%,2%,4%,8%
COC(=O)c1scc(C)c1S(=O)(=O)Nc1ccc(C)cc1,1%,-15%,-11%,-11%,2%,-4%,8%,0%
COc1cc(SC)ccc1C(=O)OCC(=O)NC1CC1,-1%,-6%,0%,0%,-4%,-1%,7%,3%
C#CCSc1nc2[nH]ncc2c(=O)[nH]1,8%,2%,1%,2%,1%,1%,8%,2%
Cc1cc(N2CCN(C3CCCCC3)CC2)n2nc(C)nc2n1,-2%,0%,-4%,4%,-7%,-6%,-7%,0%
CCC1CCc2nc3sc(C(=O)Nc4ccc(C)cc4)c(N)c3cc2C1 (stereo unspecified),?,/,/,/,-4%,-3%,/,-2%
Cc1cc(S(=O)(=O)n2cnc3ccccc32)c(C)cc1Cl,-5%,3%,6%,-2%,-11%,-6%,7%,0%
O=C(/C=C/c1ccccc1)N1CCCC1CO (stereo unspecified),-8%[11.5 µM],/,/,-9%[11.5 µM],3%[11.6 µM],1%[11.2 µM],/,7%[11.2 µM]
CS(=O)(=O)N1CCN(c2ncnc3c2cnn3-c2ccccc2)CC1,-8%,-26%,9%,i,2%,0%,2%,-2%
COc1ccccc1N1CCN(C(=O)CN2C(=O)COc3ccc(S(=O)(=O)N4CCCC4)cc32)CC1,-10%,/,/,/,8%,1%,/,-7%

# The list is partial (hit frequency here may not be typical).
